# Assay outcomes from PubChem BioAssay.
# Epigenetic derep = epigenetic control regulation, reporter derepression. murine LDR cells, GFP reporter derepression, 30 h. Potency, µM (highest dose often 53.9 µM), for inactives: top-dose GFP activation, actives largely listed as activators. 0.2% of 280,000 active. AID 1865; note: potency is the fitted concentration of half-maximal effect; % of control where 0% means no effect; nearly all actives have a fitted effect of over 60% in size
#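 In this reporter-derepression format, murine cells bearing a silenced integrated CMV-GFP locus incubate with test compound (30 h, 37 C), then are washed and imaged; fluorescent objects of 20–120 um count as induced cells.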
# L3MBTL1 block = inhibitors of human L3MBTL1; Potency, µM (series often up to 57.1 µM), inactives show top-dose activity, negative = inhibition, usual class: inhibitors; 0.66% of 230,000 active; AID 485360; Q9Y468; AlphaScreen L3MBTL1–H3K9me1 peptide binding; note: potency is the fitted concentration of half-maximal effect; % is set by controls: 0 for no effect and ±100 for the full control effect; nearly all actives have a fitted effect of over 60% in size
#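 First, the protein-peptide complex forms for 30 min at room temperature (L3MBTL1 50 nM, biotinylated H3K9me1 peptide 75 nM). Next, compounds are pin-transferred and incubated 30 min. Finally, AlphaScreen beads are added and read after 30 min.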
# NPSR antag = antagonists of human neuropeptide S receptor cAMP signaling; Potency, µM (top dose mostly 38.3 µM), without a hit: top-dose activity change, negative = inhibition, actives largely listed as inhibitors; 1% of 220,000 active; AID 1461; Q6W5P4; CHO-NPSR cells, cAMP TR-FRET, antagonist mode; note: potency is the fitted concentration of half-maximal effect; % is set by controls: 0 for no effect and ±100 for the full control effect; nearly all actives have a fitted effect of over 50% in size; many of its hits are not listed in these tables
# Target sequence (Q6W5P4 whole entry, looked up): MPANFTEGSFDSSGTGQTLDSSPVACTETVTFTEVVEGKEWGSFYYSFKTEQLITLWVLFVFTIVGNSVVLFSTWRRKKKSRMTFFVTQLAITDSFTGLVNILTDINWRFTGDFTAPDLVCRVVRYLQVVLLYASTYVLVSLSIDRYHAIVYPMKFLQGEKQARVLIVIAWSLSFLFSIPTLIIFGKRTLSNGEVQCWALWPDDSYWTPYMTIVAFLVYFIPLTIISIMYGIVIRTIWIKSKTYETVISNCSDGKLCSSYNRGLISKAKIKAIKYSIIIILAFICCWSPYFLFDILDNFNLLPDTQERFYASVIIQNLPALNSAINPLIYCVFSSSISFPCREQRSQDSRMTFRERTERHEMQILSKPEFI
# Luc counter = Kinase-Glo luciferase inhibition (counter-screen); Potency, µM (titrated, usually from 38.3 µM), for inactives: at the highest dose activity change, negative = inhibition, usual class: inhibitors; AID 1379; Kinase-Glo luciferase, ATP luminescence, 8 min; Q27757; 0.28% of 200,000 active; note: potency is the fitted concentration of half-maximal effect; % is set by controls: 0 for no effect and ±100 for the full control effect; nearly all actives have a fitted effect of over 60% in size
#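 Kinase-Glo luciferase light output from ATP and luciferin was measured with 10 uM ATP, within the enzyme's linear range. Buffer: 50 mM imidazole pH 7.2, 50 mM KCl, 7 mM MgCl2, 0.01% Tween 20, 0.05% BSA; luminescence read after 8 min at ambient temperature.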
# HttQ103 aggreg = reduces HttQ103-GFP aggregates in PC12 cells. 1.1% of 220,000 active. AID 1688. PC12 HttQ103-GFP aggregates, Acumen cytometry, 40 h. Potency, µM (top dose mostly 46.1 µM), without a hit: at the highest dose activity change, negative = inhibition, usual class: inhibitors; note: potency is the fitted concentration of half-maximal effect; % is set by controls: 0 for no effect and ±100 for the full control effect; nearly all actives have a fitted effect of over 60% in size
#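 PC12 cells stably carrying ecdysone-inducible HTT exon 1 Q103–GFP were induced with tebufenozide (100 nM final) and treated with library compounds in titration. GFP aggregates in lysates were counted by laser scanning cytometry.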
# CBFb RUNX1 block = blocks binding between human CBF-beta and RUNX1; Q01196+Q13951; AlphaScreen CBFb-His/RUNX1-biotin binding, biochemical; Potency, µM (series often up to 59.8 µM), for the others: top-dose activity, negative = inhibition, most hits filed as inhibitors; 230,000 tested, under 10 active; AID 1477; note: % of control where 0% means no effect
# Target sequence (Q01196 whole entry, looked up): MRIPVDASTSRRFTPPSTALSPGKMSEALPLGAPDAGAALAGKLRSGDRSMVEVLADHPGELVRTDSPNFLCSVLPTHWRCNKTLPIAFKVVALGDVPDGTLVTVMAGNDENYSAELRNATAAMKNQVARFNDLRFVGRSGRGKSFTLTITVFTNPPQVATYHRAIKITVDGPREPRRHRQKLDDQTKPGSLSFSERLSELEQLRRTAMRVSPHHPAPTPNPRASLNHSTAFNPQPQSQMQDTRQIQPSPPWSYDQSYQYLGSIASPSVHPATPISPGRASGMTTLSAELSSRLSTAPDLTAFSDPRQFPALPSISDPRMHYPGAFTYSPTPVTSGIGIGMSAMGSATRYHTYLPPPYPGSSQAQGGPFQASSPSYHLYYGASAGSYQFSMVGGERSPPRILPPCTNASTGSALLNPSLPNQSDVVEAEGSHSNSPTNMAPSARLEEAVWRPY
# Target sequence (Q13951 whole entry, looked up): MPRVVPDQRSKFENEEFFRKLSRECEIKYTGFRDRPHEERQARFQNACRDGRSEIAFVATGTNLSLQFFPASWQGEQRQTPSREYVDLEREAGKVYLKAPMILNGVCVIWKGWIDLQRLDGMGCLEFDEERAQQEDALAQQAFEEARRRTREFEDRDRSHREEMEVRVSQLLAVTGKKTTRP
#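 Read-out: AlphaScreen. Format: His-CBF-beta with biotinylated RUNX1 (30 nM each) preincubated 20 min, compound 15 min, Ni-chelate plus streptavidin beads 90 min; room temperature throughout.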
# IMPase Li cell = cell-permeable IMPase inhibitors with lithium potentiation; CHO-M1 cells, IP1 TR-FRET (IP-One), carbachol + lithium; Potency, µM (doses to about 59.4 µM), for inactives: at the highest dose activity, negative = IMPase inhibition, usual class: inhibitors; 0.35% of 210,000 active; AID 1457;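 note: IP1 builds up when IMPase is blocked and the TR-FRET signal falls; potency is the fitted concentration of half-maximal effect; plate controls were basal vehicle for no effect and high inhibitor control for full effect; nearly all actives have a fitted effect of over 50% in size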
#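 Concentration–response in CHO-M1 cells, lithium-potentiated; 30 min at 37C. IP1 detected by competitive TR-FRET after 10 min lysis at RT. Hill-fitted AC50.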
# * hit, by the source's call; ? = inconclusive; · = no result given; & = joins results of further samples; [ ] = another dose, or the depositor's remark. Calls come from the whole dose curve; as a rule, active = well fitted curve in the direction sought with a large enough effect; inconclusive = small, poorly fitted or top-dose-only effect, or another doubt; inactive = no such curve, though single readings can be large; an effect the other way counts as inactive or inconclusive. Only part of the results is shown; rates above refer to the full screens.
# Every second line gives: L3MBTL1 block	IMPase Li cell	HttQ103 aggreg	Epigenetic derep	NPSR antag	CBFb RUNX1 block	Luc counter
CCc1nnc(NC(=O)c2ccc(-c3cccc(C(F)(F)F)c3)o2)s1
    -13.2%	-23.3%	6.4%	0.0%	-3.1%[46.1 µM]	1.2%	3.1%
COc1ccc(CCNC(=O)C2CC(=O)N(c3ccc(C(C)(C)C)cc3)C2)cc1OC (configuration not stated)
    -1.9%	1.3%	13.4%	?	-2.2%	1.5%	6.3%
COc1ccc(/C=N/NC(=O)c2cccc(NC(=O)c3ccc(F)cc3)c2)c(C(=O)O)c1OC
    ·	3.1%	1.2%	-1.2%	21.1%	-10.7%	-0.5%
O=C(NCc1ccco1)C(c1ccccc1)N(C(=O)Cc1cccs1)c1cccnc1 (configuration not stated)
    1.3%	4.9%	-5.0%	1.2%	-10.1%	1.8%	2.5%
CC(C)CC1=NN(C(=O)c2ccco2)C(O)(C(F)(F)F)C1 (configuration not stated)
    4.2%	-0.3%	-6.1%[9.22 µM]	9.0%	0.4%	7.2%	1.6%
Cc1ccc(NC(=O)c2nccnc2C(=O)O)cc1C
    ·	5.0%[38.3 µM]	-13.9%	-1.0%	-8.8%[46.1 µM]	-1.0%	-5.5%
CN1C(=O)/C(=N/OC(=O)c2ccccc2)c2ccccc21
    3.6%	8.5%[38.3 µM]	-0.9%	1.2%	-5.0%[46.1 µM]	1.0%	-1.5%
O=C(c1ccccc1)C1CN(Cc2ccccc2)CCC1(O)c1ccccc1 (configuration not stated)
    -17.4%	21.1%	-5.3%[9.22 µM]	-8.7%	20.8%	0.2%	1.4%
CCC(=O)Nc1c(C#N)c2nc3ccccc3nc2n1-c1ccccc1C
    11.9%	3.8%	-0.9%	-1.0%	-9.5%	1.1%	2.1%
CCCOC(=O)c1ccc(NC(=O)c2ccccc2[N+](=O)[O-])cc1
    40.2%[activator]	13.8%	9.6%[9.22 µM]	-3.0%	?	-3.4%	2.3%
CCCCc1nc2ccccc2[nH]1
    0.3%	2.2%	0.9%	-1.4%	4.1%	15.1%	4.6%
Cn1c(=O)c2c(nc(N3CCN(c4ccccn4)CC3)n2Cc2ccccc2Cl)n(C)c1=O
    -1.6%	9.5%[38.3 µM]	14.4%	-3.3%	?	-0.9%	0.9%
CCOC(=O)C1Cc2c([nH]c3ccccc23)C(C)N1 (configuration not stated)
    ·	29.2%[38.3 µM]	10.7%	1.5%	3.7%[46.1 µM]	-7.3%	19.3%
COC(=O)c1ccccc1NC(=O)CN(C)S(=O)(=O)c1ccc(OC)c(C)c1
    ·	40.3%[activator][38.3 µM]	6.0%	-1.0%	5.2%[46.1 µM]	-4.5%	6.7%
COc1ccccc1C(=O)Nc1ccc(N2CCCCC2)cc1
    ·	18.9%[38.3 µM]	-3.3%[1.84 µM]	-0.3%	-13.0%[46.1 µM]	-11.0%	-4.6%
COc1cccc(SCc2noc(C(=O)NCc3ccccc3)c2C(=O)NCc2ccccc2)c1
    ·	·	5.4%[9.22 µM]	-0.1%	18.4%	10.9%	·
O=c1c(CN2CCN(Cc3ccccc3)CC2)coc2ccc(Cl)cc12
    10.9%	23.3%[38.3 µM]	7.1%	0.1%	-3.7%[46.1 µM]	11.8%	0.5%
O=C(Nc1cccc(C(=O)O)c1)/C(=C/c1ccc([N+](=O)[O-])cc1)NC(=O)c1ccccc1
    6.4%	3.4%	19.0%	-2.3%	10.3%	0.8%	-0.4%
Cc1nc(N=Nc2cc(S(=O)(=O)O)c3cc([N+](=O)[O-])cc(S(=O)(=O)O)c3c2)c(COP(=O)(O)O)c(C=O)c1O
    ·	28.1%&31.8%&-7.4%	·	1.1%&2.9%&0.3%	-13.4%[46.1 µM]	-24.6%[21.7 µM]	?
CCc1ccc2[nH]c(=O)c(C(c3nnnn3CC3CCCO3)N3CCN4CCCC4C3)cc2c1 (configuration not stated)
    -13.0%	14.5%[38.3 µM]	4.4%	2.2%	-9.4%[46.1 µM]	-1.6%	-1.9%
O=C(C1=C[C@H](c2ccc(C(F)(F)F)cc2)C[C@H](OCCCCO)O1)N1CCN(Cc2ccccc2)CC1
    0.9%	3.2%	20.5%[9.22 µM]	-2.0%	?	12.0%	·
COC(=O)c1ccc(/C=N/NC(=O)CNc2cccc(C)c2)cc1
    6.6%	8.2%	2.5%[9.22 µM]	2.9%	4.4%	7.6%	-1.8%
Cc1ccc(NC2CC(C)NC(=S)N2)cc1 (configuration not stated)
    -0.9%	·	-8.4%[9.22 µM]	0.1%	4.7%	-0.4%	·
COC(=O)Nc1ccc(S(=O)(=O)N2CCC(Cc3ccccc3)CC2)cc1
    ·	28.3%[38.3 µM]	?	1.0%	-10.3%[46.1 µM]	3.6%	-0.4%
CCOCCn1cnc2sc(C(=O)Nc3nc(C)c(C(=O)OCC)s3)c(C)c2c1=O
    3.0%	-1.7%[38.3 µM]	23.1%[9.22 µM]	-1.2%	-7.0%[46.1 µM]	6.8%	-2.0%
O=C(COc1ccc(Cl)cc1Cl)N1CCCN(C(=O)COc2ccc(Cl)cc2Cl)CC1
    ·	28.9%[38.3 µM]	-7.0%	-0.2%	?	6.2%	-2.9%
C#CCOCCOCCOCCNc1nc(N2CCN(C(=O)[C@H](CCCCN)n3cc([C@@H](N)CO)nn3)CC2)nc(N2CCN(C(=O)[C@H](Cc3cc4ccccc4[nH]3)n3cc([C@@H](N)Cc4ccc(O)cc4)nn3)CC2)n1
    ?	-14.8%	1.5%[9.22 µM]	0.1%	-16.9%	2.9%	·
CCCC(=O)Nc1nc(-c2ccc3c(c2)OCCO3)cs1
    1.1%	4.8%[38.3 µM]	3.2%	-0.8%	0.9%[46.1 µM]	9.7%	2.2%
CCOC(=O)Nc1ccc2c(c1)nc(CN1CCN(C(C)=O)CC1)n2C
    ·	12.8%[38.3 µM]	-12.3%	0.0%	-5.2%[46.1 µM]	3.2%	1.0%
CCOC(=O)CSc1nc(C(C)(C)C)nc2ccccc12
    -6.2%	3.2%	-10.0%[9.22 µM]	-0.1%	5.6%	-2.9%	-4.0%
CC(C)n1c(O)c(/C=C2\C=NN=C2c2ccccc2)sc1=S
    -11.2%	·	-19.2%[9.22 µM]	1.6%	?	-12.0%	·
CCOc1ccc(OCC)c(NC(=O)CCCN2C(=O)c3cccnc3C2=O)c1
    -6.9%	-0.1%[38.3 µM]	-19.4%	0.0%	-9.9%[46.1 µM]	0.9%	2.4%
CC1(C)S[C@@H]2[C@H](NC(=O)COc3ccccc3)C(=O)N2[C@H]1C(=O)O
    ·	2.1%	5.2%	4.0%	·	-6.0%	1.9%[39.9 µM]
COC(=O)c1ccc(C(=O)Nc2ccc(N)cc2N)cc1
    -21.1%	13.2%[38.3 µM]	2.9%	-0.7%	-25.6%[46.1 µM]	-3.3%	-2.2%
COc1cc(O)c2c(c1)C(=O)c1cc(C)cc(O)c1C2=O
    ·	-6.2%	·	5.0%	·	·	-2.8%
COC(=O)C1=C(CN2CCc3ccccc32)NC(=O)NC1c1cc(C)ccc1C (configuration not stated)
    -7.0%	10.5%[38.3 µM]	-9.5%	0.0%	5.9%[46.1 µM]	-14.4%	1.8%
Cc1ccc(CC2CC(=O)N(c3ccc(Cl)cn3)C2=O)cc1 (configuration not stated)
    ·	10.9%[38.3 µM]	-13.9%	-2.0%	-5.6%[46.1 µM]	2.0%	4.8%
COc1ccc(C(=O)Nc2cc(C(C)=O)c(/C=C/N(C)C)oc2=O)cc1
    -6.3%	17.2%[38.3 µM]	8.3%	5.1%	?	-5.2%	-7.4%
COc1nc(-c2ccncc2)nc2ccccc12
    -3.5%	13.6%[38.3 µM]	-8.1%	-0.9%	-7.4%[46.1 µM]	-0.1%	-1.2%
COc1ccc(/C=N\NC(=O)CNC(=O)C(c2ccccc2)c2ccccc2)cc1[N+](=O)[O-]
    1.6%	8.5%	?	0.0%	6.9%	-9.4%	1.3%
Cc1cccc(NC(=O)COc2ccc(Br)cc2/C=N/O)c1
    32.7%[activator]	8.1%	18.9%	0.9%	-3.9%	-3.0%	-1.3%
COC(=O)Cn1cnc2ccccc2c1=O
    ·	13.9%[38.3 µM]	13.1%[1.84 µM]	0.7%	-5.0%[46.1 µM]	-3.2%	1.1%
Cc1ccc(S(=O)(=O)N/N=C/c2c[nH]c3ccccc23)cc1
    -6.4%	7.4%	-10.1%	-2.6%	6.9%	-26.3%	-1.1%
Cc1ccc(S(=O)(=O)N2CCCC(C(=O)NCC3COCCO3)C2)cc1 (configuration not stated)
    6.5%	-15.5%[38.3 µM]	0.4%	-0.7%	7.3%[46.1 µM]	0.5%	0.6%
CN(CC(=O)N1CCc2ccccc21)S(=O)(=O)c1ccc(Cl)cc1
    1.8%	3.9%[38.3 µM]	6.0%	-11.1%	-15.7%[46.1 µM]	10.7%	-1.9%
COC(=O)c1ccccc1NC(=O)CSc1[nH]c(=O)cc(C)c1C#N
    4.9%	-1.1%	5.4%[9.22 µM]	2.1%	26.0%	3.8%	-4.4%
Cc1c(NC(=O)C(C)OC(=O)c2cccnc2)c(=O)n(-c2ccccc2)n1C (configuration not stated)
    -2.8%	-1.4%	-1.4%	2.9%	12.5%	3.0%	-0.3%
O=C(C1CCN(S(=O)(=O)c2cccc3cccnc23)CC1)N1CCc2ccccc21
    -4.0%	-11.1%[38.3 µM]	1.5%	-0.9%	-12.4%[46.1 µM]	-0.3%	-1.7%
Clc1ccc(N2CCCCCC2)nn1
    -1.0%	-7.5%[38.3 µM]	3.4%	2.1%	-3.1%[46.1 µM]	-3.1%	-5.4%
O=c1cc(-c2ccccc2)nc(SCc2ccccc2)[nH]1
    1.2%	-0.2%	1.3%	-0.9%	-1.6%[46.1 µM]	5.9%	2.3%
Cc1ccc(C(=O)N/N=C\c2ccccn2)cn1
    1.6%	·	-5.0%[9.22 µM]	-4.9%	-26.0%	-17.4%	·
CN(C(=O)c1cc2sccc2n1C)C1CCCCC1
    -4.1%	8.2%	-25.1%	-0.9%	-6.0%[46.1 µM]	12.9%	1.3%
CSc1nc(N2CCOCC2)c2ccccc2n1
    9.9%	1.1%[38.3 µM]	5.3%	0.0%	5.5%[46.1 µM]	0.0%	-4.9%
CC(C)c1onc(C(=O)N2CCC(C(N)=O)CC2)c1[N+](=O)[O-]
    ·	·	-22.3%[9.22 µM]	-1.0%	5.6%	30.0%	·

# Laid out differently: entries from further up.
compound	L3MBTL1 block	IMPase Li cell	HttQ103 aggreg	Epigenetic derep	NPSR antag	CBFb RUNX1 block	Luc counter
CN(C(=O)c1cc2sccc2n1C)C1CCCCC1	-4.1%	8.2%	-25.1%	-0.9%	-6.0%[46.1 µM]	12.9%	1.3%
CSc1nc(N2CCOCC2)c2ccccc2n1	9.9%	1.1%[38.3 µM]	5.3%	0.0%	5.5%[46.1 µM]	0.0%	-4.9%
